ATXN2 expr inh – reduces ATXN2 reporter expression in HEK-293 cells. 360,000 compounds, 0.72% hits. HEK-293 ATXN2-luciferase reporter, luminescence, 24 h. Potency, µM (highest dose often 57 µM), inactives show at the highest dose activity change, negative = inhibition, most hits filed as inhibitors; note: % is set by controls: 0 for no effect and ±100 for the full control effect; nearly all actives have a fitted effect of over 55% in size
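ATXN2-luciferase reporter cells (luciferase flanked by upstream and downstream ATXN2 gene portions) were treated 24 h at 37 °C with compounds at up to 57 uM. SteadyGlo luminescence gave expression; GF-AFC fluorescence gave viability.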
MCF10A rerep – induces DNA re-replication in MCF 10a normal breast cells; AID 624296; 350,000 compounds, 2.9% hits; MCF 10A DNA re-replication, Hoechst nuclear intensity, 48 h; Potency, µM (highest dose often 46.1 µM), for inactives: top-dose activity, positive = re-replication, hits mostly activators; note: % of control where 0% means no effect; nearly all actives have a fitted effect of over 50% in size
Nrf2 inh – blocks Nrf2 signaling; 360,000 compounds, 2.1% hits; A549 ARE-Fluc reporter, luciferase luminescence, 18-24 h; Potency, µM (doses to about 46 µM), inactives show top-dose activity change, negative = inhibition, actives largely listed as inhibitors; AID 504444; note: % is set by controls: 0 for no effect and ±100 for the full control effect; nearly all actives have a fitted effect of over 60% in size
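Concentration-response testing used A549 ARE_Fluc cells at 5000 cells/well. Following an 18-24 h compound incubation, viability was read by fluorescence (Ex 405/Em 525) and luciferase output by luminescence.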
Nrf2 ARE act – activates Nrf2 signaling; Potency, µM (series often up to 46.1 µM), without a hit: at the highest dose activation, hits mostly activators; AREc32 ARE-luciferase reporter (MCF7-derived line), luminescence, 24 h; 410,000 compounds, 0.31% hits; note: % of control where 0% means no effect; nearly all actives have a fitted effect of over 65% in size
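Luminescent ARE reporter assay in AREc32_Fluc cells: overnight plating at 37 deg C, 24 hr compound incubation, Steady-Glo added, 30 min RT before reading.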
EPAC2 antag – antagonists of human EPAC2 | Potency, µM (highest dose often 114 µM), for the others: top-dose activity, negative = inhibition, actives largely listed as inhibitors | EPAC2 GEF exchange of Rap1B-BODIPY-GDP, fluorescence | 360,000 compounds, 0.18% hits | AID 720708 | Q8WZA2; note: % is set by controls: 0 for no effect and ±100 for the full control effect; nearly all actives have a fitted effect of over 45% in size; many of its hits are not listed in these tables
Target sequence (Q8WZA2 whole entry, looked up): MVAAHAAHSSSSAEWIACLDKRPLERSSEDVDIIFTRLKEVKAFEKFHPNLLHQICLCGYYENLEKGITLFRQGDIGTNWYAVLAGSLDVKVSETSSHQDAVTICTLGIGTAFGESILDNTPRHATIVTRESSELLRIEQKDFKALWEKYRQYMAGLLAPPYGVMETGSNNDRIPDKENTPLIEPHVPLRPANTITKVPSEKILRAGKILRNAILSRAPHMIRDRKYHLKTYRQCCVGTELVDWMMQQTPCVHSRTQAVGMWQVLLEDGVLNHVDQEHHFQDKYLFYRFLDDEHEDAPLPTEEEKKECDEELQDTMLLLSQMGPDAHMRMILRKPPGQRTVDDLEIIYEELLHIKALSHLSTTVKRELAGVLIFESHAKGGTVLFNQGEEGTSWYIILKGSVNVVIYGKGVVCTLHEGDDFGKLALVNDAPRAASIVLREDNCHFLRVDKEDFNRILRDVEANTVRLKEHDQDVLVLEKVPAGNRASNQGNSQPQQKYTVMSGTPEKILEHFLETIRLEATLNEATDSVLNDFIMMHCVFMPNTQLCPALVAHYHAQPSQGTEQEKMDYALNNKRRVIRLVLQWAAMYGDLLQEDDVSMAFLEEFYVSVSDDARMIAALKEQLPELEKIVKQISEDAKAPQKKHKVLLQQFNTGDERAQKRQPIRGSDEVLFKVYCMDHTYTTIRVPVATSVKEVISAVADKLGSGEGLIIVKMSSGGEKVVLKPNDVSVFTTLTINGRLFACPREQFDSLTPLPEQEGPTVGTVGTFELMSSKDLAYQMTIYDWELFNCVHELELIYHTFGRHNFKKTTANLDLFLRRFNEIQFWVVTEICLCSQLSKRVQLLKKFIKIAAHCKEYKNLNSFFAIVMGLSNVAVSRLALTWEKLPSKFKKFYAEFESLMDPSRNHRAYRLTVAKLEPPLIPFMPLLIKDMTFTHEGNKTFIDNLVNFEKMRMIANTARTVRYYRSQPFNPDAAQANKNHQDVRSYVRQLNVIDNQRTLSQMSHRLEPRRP
A549 viability – A549 cytotoxicity, counter-screen for Nrf2 inhibitors. A549 ARE-Fluc cells, CellTiter-Fluor viability, 18-24 h. Potency, µM (highest dose often 46 µM), for the others: top-dose activity change, negative = cytotoxicity, actives largely listed as inhibitors. 390,000 compounds, 0.16% hits. AID 504648; note: % is set by controls: 0 for no effect and ±100 for the full control effect
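A549 ARE_Fluc cells in 5% FBS OPTI-MEM were exposed to compounds in concentration-response for 18-24 h at 37 deg C. Viability was read by CellTiter-Fluor fluorescence (Ex 405/Em 525) after 30 min, before the luciferase read.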
ATXN viability – viability counter-screen for ATXN expression inhibitors | S2 cells (HEK-293 line with an ATXN2-luciferase reporter) viability, CellTiter-Fluor protease fluorescence, 24 h | 400,000 compounds, 0.49% hits | Potency, µM (highest dose often 56.7 µM), usual class: cytotoxic; note: nearly all actives have a fitted effect of over 40% in size
TGFb SMAD3 inh – inhibitors of TGF-b signaling | Potency, µM (titrated, usually from 46.1 µM), inactives show at the highest dose activity, negative = inhibition, actives largely listed as inhibitors | 410,000 compounds, 1.2% hits | HepG2 CAGA-GFP TGF-b/SMAD3 reporter, GFP fluorescence, 18 h; TGF-beta stimulated, 500 pg/mL final | AID 588855; note: % is set by controls: 0 for no effect and ±100 for the full control effect; nearly all actives have a fitted effect of over 65% in size
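Inhibition of TGF-beta-driven CAGA-GFP reporter expression in HEPG2 cells is measured by cellular GFP fluorescence after 18 h stimulation with 500 pg/mL recombinant TGF-beta in 1% FBS medium at 37 degrees C.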
HepG2 viability – HepG2 cytotoxicity, counter-screen for TGF-b inhibitors. HepG2 CAGA-GFP viability, ATP luminescence, 18 h. 410,000 compounds, 0.76% hits. Potency, µM (doses to about 46.1 µM), without a hit: at the top dose activity change, negative = cytotoxicity, hits mostly cytotoxic; note: some results filed as inactive show a strong effect at the top dose
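CellTiter-Glo luminescence gave cytotoxicity after 18 hours at 37 degrees C. The cells were HepG2 CAGA-GFP in 1% FBS DMEM, stimulated with 500 pg/mL TGF-beta after compound addition. %Activity was normalised to no-cell wells (complete cell-killing) and DMSO (no toxicity), and curves were fitted and classified.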
The depositor's hits bear a star; i = inactive; ? = inconclusive; · = no result given; [ ] = remark or other dose. Calls come from the whole dose curve; as a rule, active = well fitted curve in the direction sought with a large enough effect; inconclusive = small, poorly fitted or top-dose-only effect, or another doubt; inactive = no such curve, though single readings can be large; an effect the other way counts as inactive or inconclusive. Potency is the fitted concentration of half-maximal effect.

Sequence of screens: ATXN2 expr inh | MCF10A rerep | Nrf2 inh | Nrf2 ARE act | EPAC2 antag | A549 viability | ATXN viability | TGFb SMAD3 inh | HepG2 viability
C#CCOCCOCCOCCNc1nc(N2CCN(C(=O)[C@H]([C@@H](C)CC)n3cc(CCC(=O)O)nn3)CC2)nc(N2CCN(C(=O)[C@H](CCCCN)n3cc(CC(C)O)nn3)CC2)n1 (some centres not stated)
  -3% | 8% | -1% | 0.4% | 18% | 6% | i | 14% | -1%
Cc1[nH]c2ccccc2c1C(=O)CSCC(=O)O
  7% | 2% | 9% | 0.0% | 6% | · | i | 15% | -17%
COc1ccc(NC(=O)CN(C)C(=O)c2c(C)nn(-c3ccccc3)c2Cl)cc1
  6% | ? | 3% | 0.4% | -6% | -3% | i | 1% | 2%
Nc1ncnc2c1ncn2CCN1CCOCC1
  2% | -14% | · | -0.9% | 6% | -3% | ? | -5% | 0%
CCCCn1nnnc1SCC(=O)NNC(=O)c1ccco1
  -10% | -1% | 8% | -0.2% | -15% | -1% | i | 18% | 3%
CCCCNC(=O)Nc1ccccc1C(=O)NCCC
  2% | ? | -12% | -0.2% | 9% | ? | i | 6% | -12%
O=C(N/N=C/c1cccc(F)c1)c1ccc(Cl)cc1
  18% | 1% | 21% | 3.9% | -1% | -1% | i | ? | 1%
C/C(=N\NC(=O)c1ccco1)c1ccc(NC(=O)c2cccs2)cc1
  22% | 2% | -7% | -0.9% | 0% | 3% | i | 11% | 2%
CCOc1ccccc1NC(=O)CCNS(=O)(=O)c1ccccc1
  -8% | -15% | 10% | 0.2%[9.22 µM] | -1% | -3% | i | -10% | 5%
Cc1cccc(OCCN2CSC(=S)N(C)C2)c1
  -22% | 5.8µM* | 3% | 0.3% | -4% | -4% | i | 2% | -3%
CCN(Cc1ccccc1)C(=O)c1cccnc1
  1% | 9% | 4% | -0.9% | 27% | 2% | ? | 18% | -11%
C/C(=C\C(=O)c1ccc(Cl)cc1)Nc1ccc(N2CCOCC2)cc1
  -3% | -4% | 15% | 0.1% | 11% | 4% | i | 8% | -2%
Cc1ccc(NC(=O)CNS(=O)(=O)c2cccs2)cc1F
  10% | -4% | -28% | 7.3% | -14% | -1% | i | -8% | -1%
COc1ccc(C=C2SC(=S)N(CCCN3CCOCC3)C2=O)c(OC)c1
  · | · | · | 19% | -3% | · | ? | ? | -53%
CC(Sc1nc2c(N)ncnc2n1CCOc1ccccc1)C(=O)O (configuration not stated)
  · | 15% | 3% | 0.1% | -9% | 11% | i | -3% | 3%
CCOC(=O)c1ccc(NS(=O)(=O)c2cc(Br)cc3c2N(C(C)=O)C(C)C3)cc1 (configuration not stated)
  -28% | · | ? | -0.2% | · | -17% | i | ? | -25%
O=c1[nH]c(SCc2ccc(F)cc2Cl)nc2ccccc12
  0% | ? | -19% | -0.4% | 0% | 4% | i | 0% | -8%
CC(C)(C)c1nn2cnnc2n(/N=C/c2cccc3ccccc23)c1=O
  1% | ? | -24% | 10% | -18% | -5% | i | -18% | -6%
CC(C)(/C=N/NC(=O)CSCc1ccc(Cl)cc1)CCC#N
  5% | -2% | 7% | ? | 1% | 5% | i | -7% | -19%
COc1ccc(C(=O)Nc2ccc3oc(-c4cccc(Cl)c4)cc(=O)c3c2O)cc1
  -17% | -19% | ? | 0.5% | 1% | -18% | ? | -5% | -30%
CCCN(C(=O)c1cccc(-n2cccc2)c1)c1c(N)n(Cc2ccccc2)c(=O)[nH]c1=O
  -9% | ? | 5% | -0.4% | 37%[activator] | 1% | i | -1% | -2%
COCCn1nnnc1C(c1ccccc1)N1CCN(c2ccccc2)CC1 (configuration not stated)
  4% | 1% | 4% | -0.1% | 8% | -3% | i | 10% | -11%
Cc1ccc(N=Cc2cc(Cl)cc(Cl)c2O)nc1
  3% | ? | 5% | 9.7% | -24% | 0% | i | -6% | -23%
Cc1nn(CC(=O)NCCCN2CCCC2)c(=O)c2nn(-c3ccccc3)c(C)c12
  9% | 8% | ? | 0.2% | 2% | 1% | i | 11% | 1%
OCC[C@H]1C[C@H](O)[C@@H](O)[C@@]2(CCc3ccccc3CO2)O1
  12% | -11% | 3% | -1.2% | 0% | -3% | i | 2% | 1%
CCN(CC)S(=O)(=O)c1ccc2c(c1)N(CC(=O)N1CCN(c3ccc(OC)cc3)CC1)C(=O)CO2
  1% | · | · | -0.3% | · | -12% | ? | 16% | 0%
Cc1cc(Cl)ccc1OCC(=O)NNC(=O)c1ccco1
  28% | -2% | 8% | 0.3% | -19% | 1% | i | -7% | 3%
N#Cc1ccc(NC(=O)COCc2cc(-c3ccc(F)cc3)on2)cc1
  0% | · | -6% | 3.3% | · | -4% | ? | -3% | -8%
COc1ccc(CN(C(=O)c2snc(C(N)=O)c2N)C(CC(C)C)C(=O)NC2CCCCC2)cc1 (configuration not stated)
  -13% | 17% | ? | 6.1% | ? | ? | i | ? | 0%
CCOC(=O)CSCC(=O)N1N=C(c2cccs2)CC1c1ccc(F)cc1 (configuration not stated)
  -2% | 4% | 6% | -0.1%[9.22 µM] | -7% | 4% | ? | -3% | 7%

Record cards (already shown).
`COc1ccc(NC(=O)CN(C)C(=O)c2c(C)nn(-c3ccccc3)c2Cl)cc1` in the list: ATXN2 expr inh = 6%; MCF10A rerep = ?; Nrf2 inh = 3%; Nrf2 ARE act = 0.4%; EPAC2 antag = -6%; A549 viability = -3%; ATXN viability = i; TGFb SMAD3 inh = 1%; HepG2 viability = 2%
`O=C(N/N=C/c1cccc(F)c1)c1ccc(Cl)cc1` in the list: ATXN2 expr inh = 18%; MCF10A rerep = 1%; Nrf2 inh = 21%; Nrf2 ARE act = 3.9%; EPAC2 antag = -1%; A549 viability = -1%; ATXN viability = i; TGFb SMAD3 inh = ?; HepG2 viability = 1%

Further entries.
Sequence of screens: ATXN2 expr inh | MCF10A rerep | Nrf2 inh | Nrf2 ARE act | EPAC2 antag | A549 viability | ATXN viability | TGFb SMAD3 inh | HepG2 viability
COc1cc(CC(=O)Nc2ncc(C)s2)cc(OC)c1OC
  -4% | -3% | -9% | 0.6% | 17% | 6% | i | -14% | -8%
O=C(c1ccccn1)c1ncc(C(F)(F)F)cc1Cl
  -1% | 2% | 5% | 0.0% | -5% | 10% | i | 19% | 4%
Fc1ccc(N2CCN(C(c3cccs3)c3nnnn3CCc3ccccc3)CC2)cc1 (configuration not stated)
  -29% | 2%[9.22 µM] | ? | -0.3% | 6% | 1% | i | 0% | -2%
COC(=O)N(C)C[C@@H]1OCc2ccccc2-c2c(n(C)c3ccccc23)C(=O)N([C@H](C)CO)C[C@@H]1C
  -13% | · | · | -0.7% | -15% | · | i | -1% | -81%
CCOC(=O)c1cc(S(=O)(=O)Nc2cc(OC)ccc2OC)[nH]n1
  -11% | · | · | -0.7% | · | 11% | i | -11% | -31%
Clc1ccc(OCc2nn3c(C4CCCCC4)nnc3s2)c(Cl)c1
  -21% | 9% | -13% | -0.9% | -11%[57.1 µM] | -7% | i | -9% | 6%
O=S1(=O)C[C@@H](N2CCCC2)[C@H](COCc2ccccc2)N1
  6% | · | · | 0.2% | 20% | · | i | 6% | 7%
O=C1CSC2=NCN(c3ccccc3)CN12
  35%[activator] | -1% | 22% | -0.5% | 12% | -4% | i | -18% | 8%
CC(=O)Nc1nc(N(C)C)nc(N(C)C)n1
  -8% | -3% | -1% | 0.0% | -2% | -5% | i | 15% | 5%
Fc1ccc(C2CC(c3cccs3)=NN2C(=S)Nc2ccccc2)cc1 (configuration not stated)
  -4% | 5% | -14% | 1.3% | -3% | 0% | i | -11% | -2%
COc1cc(C(=S)N2CCOCC2)cc(Br)c1OS(=O)(=O)c1ccccc1
  -34% | 22% | -28% | -0.5% | -1% | 5% | ? | -28% | -39%
COc1ccccc1C(CNC(=O)c1cccc(S(=O)(=O)Nc2ccc(C)cc2)c1)N1CCCC1 (configuration not stated)
  -8% | 2% | 14% | 3.1% | 3% | ? | ? | -7% | -18%
Cn1c(=O)n(C)c2cc(C(=O)Nc3ccc4c(c3)OCO4)ccc21
  26% | 23% | ? | ? | -2% | 0% | i | 35% | -53%
CCNC(=S)N1CCN(CC)CC1
  -24% | 4% | 1% | -0.8% | 3% | 2% | i | 14% | -5%
Cc1ccc(C(=O)N/N=C/c2cn(Cc3ccccc3)c3ccccc23)cn1
  · | ? | ? | 11% | -17% | -2% | i | 1.6µM* | 0.56µM*
N=c1sccn1CC(=O)N1CCc2ccccc21
  -1% | 1% | -1% | -0.2% | -2% | 1% | ? | -14% | -12%
Nc1ccc(C#Cc2ccccc2)cc1
  9% | 13% | 9% | -0.5% | -1% | -13% | i | -1% | -28%
Cc1c(CCOC(=O)CC23CC4CC(CC(C4)C2)C3)sc[n+]1CC(=O)c1ccc(Br)cc1
  -4% | ? | 22% | 5.7% | -2% | 17% | i | ? | -116%
O=C(NCCN1CCOCC1)c1ccc(Cl)c(S(=O)(=O)N2CCCCC2)c1
  1% | -1% | -20% | -0.1% | 5% | 9% | i | ? | -31%
COc1ccc(NC(=O)c2ccc(NCCN3C(=O)CCC3=O)c([N+](=O)[O-])c2)cc1
  -38% | -31%[inhibitor] | -2% | -1.0% | 3% | -7% | ? | -3% | -12%
Cn1c(Cn2c(=O)sc3ccccc32)nnc1SCc1ccccc1
  8% | 1% | 0% | -0.6% | -5% | -17% | i | 8% | 4%
COC(=O)c1csc(C2OC(CO)C(O)C2O)n1 (configuration not stated)
  · | · | · | -0.9% | 0% | · | i | -13% | 4%
O=C(O)CCNC(=O)c1ccc(NC(=O)Cc2ccc(Cl)cc2)cc1
  9% | -8% | -1% | 5.5% | 2% | -1% | i | -2% | 13%
Cc1ccc(-c2cc(NC(=O)c3ccccc3[N+](=O)[O-])n[nH]2)cc1
  · | 11% | 6% | 7.1% | -5% | -4% | i | -2% | -38%
CCCc1cc(C(=O)OC)c2ccccc2n1
  -8% | -56%[inhibitor] | -2% | -0.1% | -9% | 0% | i | -8% | -13%

Assay outcomes (PubChem)

These rows are one share of the data; the hit share may differ from the screen's.
